GFP derepression = qHTS Assay for Epigenetic Modulators; mouse C127i GFP locus derepression, cytometry, 30 h; Potency, µM (titrated, usually from 46.1 µM), inactives show at the top dose GFP derepression (activation); actives 0.09% (n = 68,000); AID 597, 2007; also: % of control where 0% means no effect
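Murine C127i mammary cells carrying a silenced, stably integrated CMV-driven GFP reporter were treated with compound for 30 hours at 37 C. After PBS washes, GFP-positive cells were counted by laser-scanning microplate cytometry.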
Ub-GFP proteasome = Ubiquitin-GFP Assay. Ubiquitin-GFP reporter cells, proteasome inhibition, GFP fluorescence; response scale: untreated = 0%, 10 µM MG-132 = 100%. Potency, µM (top dose mostly 45.9 µM), inactives show top-dose activation (GFP accumulation), hits mostly activators. 67,000 tested, under 10 active. AID 526, 2006; active = well fitted activation curve with a large enough effect, not every such curve was filed as active; inconclusive = small, poorly fitted or top-dose-only effect, or another doubt; inactive = no such curve, though single readings can be large or run the other way; also: potency is read from the fitted curve at half-maximal effect
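Proteasome block read as GFP accumulation: ubiquitin(G76V)-GFP U2OS cells exposed to compound (2.9 nM–46 uM) for 4 hr at 37 C. Normalization used untreated cells as 0% and 10 uM MG-132 as 100%; concentration-response curves fitted.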
Hsp90 Hop PPI = qHTS Assay for Disrupters of an Hsp90 Co-Chaperone Interaction; Hsp90 C-terminal peptide / TPR2A (Hop) interaction, human; AlphaScreen TPR2A-His6 binding biotin-Hsp90 C-terminal peptide; Potency, µM (doses to about 57 µM), without a hit: at the top dose activity change, negative = inhibition; actives 0.44% (n = 71,000); AID 595, 2007; active = well fitted curve in either direction with a large enough effect; inconclusive = small, poorly fitted or top-dose-only effect, or another doubt; also: potency is read from the fitted curve at half-maximal effect; % is scaled to controls: 0 for no effect and ±100 for the full control effect; many of its hits are not listed in these tables
A350 autofl = qHTS Assay for Spectroscopic Profiling in A350 Spectral Region | Compound autofluorescence, 340/450 nm, Alexa 350 dye-equivalents; active compounds read high | max dye-equivalent concentration, M | actives 11% (n = 59,000); in the data active = max dye-equivalent concentration above about 10 nM; inconclusive = mostly about 1.1 nM to 9.6 nM
ALOX15 inhib = qHTS Assay for Inhibitors of 15-hLO (15-human lipoxygenase) | actives 1.4% (n = 74,000) | purified 15hLO-1, xylenol orange hydroperoxide absorbance | Potency, µM (titrated, usually from 57.1 µM), without a hit: at the top dose activity change, negative = inhibition, hits mostly inhibitors | Polyunsaturated fatty acid lipoxygenase ALOX15 (Homo sapiens), P16050 | AID 887, 2007; also: potency is read from the fitted curve at half-maximal effect; % is scaled to controls: 0 for no effect and ±100 for the full control effect; nearly all actives have a fitted effect of over 55% in size
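Hydroperoxide formed from arachidonic acid (50 uM) by purified human 15hLO-1 (40 nM) oxidizes ferrous iron, and the ferric-xylenol orange complex is read at 573 versus 405 nm. Compounds were preincubated 15 min; reaction ran 6 min at room temperature.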
CRE-bla Fsk = Cell signaling CRE-BLA (Fsk stim); CHO CRE-bla reporter (cAMP response element driving beta-lactamase), forskolin EC10, beta-lactamase ratio; Potency, µM (top dose mostly 38.2 µM), for inactives: at the top dose activity change, negative = inhibition, hits mostly activators; actives 2.5% (n = 71,000); active = well fitted activation curve with a large enough effect in the signal ratio, with a control signal flat, not every such curve was filed as active; inconclusive = small, poorly fitted or top-dose-only effect, or effect the other way, or a change in a side signal; the % refers to the signal ratio; also: potency is read from the fitted curve at half-maximal effect; % of control where 0% means no effect
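Using CellSensor CRE-bla CHO cells in Opti-MEM with 0.5% dialyzed FBS, compounds were titrated with EC10 NKH 477 for 3 h at 37 °C. CCF4 ratio (460/530 nm) gave %Activity; AC50 derived.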
BRCT inh red = qHTS Assay for Inhibitors of BRCT-Phosphoprotein Interaction (Red Fluorophore). actives 0.03% (n = 75,000). Potency, µM (highest dose often 76.9 µM), without a hit: top-dose activity change, negative = inhibition, hits mostly inhibitors. Breast cancer type 1 susceptibility protein (Homo sapiens), P38398. BRCT-phosphopeptide binding, red fluorescence polarization; also: % is scaled to controls: 0 for no effect and ±100 for the full control effect
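Rhodamine-labelled pBACH1 10-mer (100 nM) bound to BRCT domain (100 nM) at pH 7.3; compounds incubated 12 min room temperature, polarization read. Free peptide defines full inhibition; unlabelled decapeptide titrated as control.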
HBB splicing = qHTS Assay for Modulators of Hemoglobin Beta Chain Splicing | HBB splicing reporter cell assay, activation; EGFP reporter with mutant IVS2-654 intron; response scale: normalised to 500 nM splice-correcting PNA | Potency, µM (series often up to 46.1 µM), inactives show at the top dose activation, actives largely listed as activators | actives 0.06% (n = 65,000); also: potency is read from the fitted curve at half-maximal effect; 0% is about no effect
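HeLa cells stably expressing EGFP interrupted by mutant beta-globin intron 2 (IVS2-654), 500/well in 2% FCS. Treated with compound for 2 days at 37C. Splicing correction scored as total well GFP intensity (488 nm excitation, 500-520 nm emission); 500 nM antisense PNA served as control.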
BRCT inh green = qHTS Assay for Inhibitors of BRCT-Phosphoprotein Interaction (Green Fluorophore); actives 0.05% (n = 75,000); AID 875, 2007; Breast cancer type 1 susceptibility protein (Homo sapiens), P38398; BRCA1 BRCT-phosphopeptide binding, green fluorescence polarization; Potency, µM (doses to about 76.9 µM), without a hit: at the highest dose activity change, negative = inhibition, most hits filed as inhibitors;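 also: potency is read from the fitted curve at half-maximal effect; plate controls were peptide without protein for full effect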
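Fluorescence polarization: His-tagged BRCT (~35 kDa BRCA1 C-terminus, 250 nM) bound to 100 nM fluorescein-labeled phosphorylated 10-aa BACH1 peptide, pH 7.3 phosphate buffer with DTT and Tween 20. Compounds incubated 12 min at room temperature; inhibition read as lowered polarization.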
4-MU autofl = qHTS Assay for Spectroscopic Profiling in 4-MU Spectral Region. compound autofluorescence, 340/450 nm, 4-MU equivalents; active compounds read high. max dye-equivalent concentration, M. actives 11% (n = 59,000). AID 589, 2007; in the data active = max dye-equivalent concentration above about 10 nM; inconclusive = mostly about 1.1 nM to 9.6 nM
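Compounds in 100 mM Tris, pH 8.0, incubated 15 min at room temperature, then fluorescence read at 340 nm excitation/450 nm emission. Signal converted to 4-MU dye-equivalent concentration using an on-plate six-point 4-MU standard curve.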
DNA Pol III inh = qHTS Assay for Inhibitors of DNA Polymerase III Holoenzyme System; reconstituted DNA polymerase III holoenzyme replication, biochemical; Potency, µM (series often up to 57.1 µM), inactives show at the highest dose activity change, negative = inhibition; actives 0.25% (n = 71,000); also: potency is read from the fitted curve at half-maximal effect; % is scaled to controls: 0 for no effect and ±100 for the full control effect
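Reconstituted *E. coli* holoenzyme (0.35 nM Pol III, 1 nM beta, 154 nM SSB, 2 nM primase) was preincubated with compound for 15 min at RT. Synthesis on 1.4 nM ssM13Gori ran 35 min, then was stopped with PicoGreen/EDTA and read as dsDNA fluorescence.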
The depositor's hits bear a star; i = inactive; u = inconclusive; x = no result given; [ ] = dose if it differs, or a comment. Unless noted, calls follow the shape of the dose curve; as a rule, active = well fitted curve in the direction sought with a large enough effect; inconclusive = small, poorly fitted or top-dose-only effect, or another doubt; inactive = no such curve, though single readings can be large; an effect the other way counts as inactive or inconclusive. Rows are unselected; about 12% have a hit in one of these screens.

Every second line gives: GFP derepression	Ub-GFP proteasome	Hsp90 Hop PPI	A350 autofl	ALOX15 inhib	CRE-bla Fsk	BRCT inh red	HBB splicing	BRCT inh green	4-MU autofl	DNA Pol III inh
COc1cccc(Nc2ncc3nc(-c4ccccc4)c(=O)n(C4CC4)c3n2)c1
    0%[9.22 µM]	-6%	28%	i	-8%	u	-0.5%	0.0%	4.2%	i	-10%
CC1CCCC(C)N1c1nnc(NC(=O)Cn2c(=O)oc3ccccc32)s1 (configuration not stated)
    -5%	7%	-2%	x	-16%	-6%	-1.0%	-1.9%	-2.2%	x	2%
Cc1cccc(N(C)S(=O)(=O)c2ccc3[nH]cc(C(=O)N4CCOCC4)c(=O)c3c2)c1
    0%	11%	-5%	3.2e-08M*	1%	-3%	-1.0%	-0.8%	-1.2%	2.9e-08M*	3%
COc1ccc(N(CC(=O)Nc2cc(C)ccc2OC)S(=O)(=O)c2c(C)noc2C)cc1
    -2%	0%	-2%	i	-6%	19%	-1.1%	-0.8%	-2.2%	i	-1%
CN(C)c1ccc(O)c2c1C[C@H]1C[C@H]3[C@@H](N(C)C)C(=O)C(C(N)=O)=C(O)[C@]3(O)C(=O)C1=C2O
    4%[20.6 µM]	2%[20.5 µM]	-4%[26 µM]	i	14%[25.6 µM]	10%[17.1 µM]	-1.3%[34.4 µM]	-1.3%[20.6 µM]	-1.0%[34.4 µM]	i	-7%[25.6 µM]
CC(C)S
    x	x	-5%	x	-2%	-1%	1.8%	-0.2%	-0.8%	x	9%
COC(=O)CN(c1ccccc1C)S(C)(=O)=O
    0%	u	-6%	x	u	-2%	-2.1%	0.6%	-1.9%	x	-6%
O=C(CN1CCN(c2ncccn2)CC1)N(Cc1ccccc1)c1ccc(F)cc1
    -1%	3%	0%	i	-8%	-4%	-1.1%	-0.2%[57.5 µM]	-0.1%	i	-5%
O=C(NCCc1ccccc1)c1cc2ncc(Br)cn2n1
    -2%	-3%	u	i	-2%	-3%	-7.6%	-0.5%	-6.0%	i	-5%
CC1CN(C(=O)CN2C(=O)c3ccccc3C2=O)CC(C)O1 (configuration not stated)
    2%	1%	2%	i	-2%	0%	-0.5%	x	-1.6%	i	-5%
CCOC(=O)C1CCCN(C(=O)c2ccc3c(c2)OCO3)C1 (configuration not stated)
    0%	8%	-6%	i	16%	-2%	1.5%	-2.8%	-0.4%	i	-1%
CN(c1ccc(C(=O)N2CCCCC2)cc1)S(C)(=O)=O
    -3%	4%	0%	i	13%	u	1.7%	3.3%	1.1%	i	0%
O=C(Cn1cccc1C(=O)c1ccccc1)NCCCN1CCOCC1
    0%	7%	u	i	-5%	-2%	-1.0%	-2.0%	-1.8%	i	-4%
Cc1cc(Nc2ccc(C(=O)O)cc2)n2nc(C)nc2n1
    x	2%	-4%	x	7%	-2%	-4.5%	0.5%	-0.3%	x	-4%
COc1cccc(-n2ccnc2SCC(=O)NCc2ccccc2)c1
    4%	9%	-8%	i	12%	-3%	-0.8%	-0.3%	-0.2%	i	2%
C=CCSC1=C(C#N)C(c2ccccc2OC)CC(=O)N1 (configuration not stated)
    -1%	-5%	-2%	i	-11%	1%	0.9%	x	0.3%	i	-1%
O=C(Cc1cccs1)OCC(=O)c1ccco1
    0%	8%	-4%	i	-2%	-8%	-0.3%	-0.1%	0.6%	i	-17%
OC(COc1ccc(Cl)cc1)CN1C2=NCCCN2c2ccccc21 (configuration not stated)
    -2%	-2%	-4%	i	-22%	u	0.5%	1.9%	2.7%	i	-3%
CCN(CC)CC(=O)N(CC(=O)Nc1c(C)cc(C)cc1C)C1CCCCC1
    1%	5%	-3%	i	13%	-8%	-0.5%	-0.2%[57.5 µM]	-1.9%	i	-2%
O=C(O)CP(=O)(c1ccccc1)c1ccccc1
    2%	-11%	-4%	x	1%	-2%	-0.9%	3.3%	-1.6%	x	3%
CCN(CC)CCCNC(=O)c1cc(-c2ccc(Cl)cc2)on1
    -1%	11%	-4%	i	4%	19%	0.8%	-1.7%	0.0%	i	-1%
CC(C)c1ccc(OCc2ccc(C(=O)N3CCN(c4ccccn4)CC3)cc2)cc1
    0%	17%	3%	i	-16%	u	-3.3%	0.1%	-1.9%	i	-3%
CCNC(=O)Nc1cc2nc(C)n(Cc3ccc(Br)cc3)c2nc1C
    -2%	1%	0%	u	7%	-5%	-1.2%	0.2%	1.4%	i	-3%
CCOC(=O)C1CCN(c2nc(C)nc3c2oc2ccccc23)CC1
    1%	-4%	-5%	u	6%	5%	0.0%	-0.3%	-2.3%	i	-2%
CC1CCc2nc(NCCO)nc(C(F)(F)F)c2C1 (configuration not stated)
    0%	8%	-3%	u	4%	u	0.6%	-0.8%	-1.3%	i	-1%
CC(=O)Oc1cccc(N2C(=O)C3C(C2=O)C2C=CC3C23CC3)c1 (configuration not stated)
    5%	6%	-3%	x	8%	0%	1.4%	2.4%	2.1%	x	-5%
O=C(NCc1ccco1)c1ccc(Br)c(S(=O)(=O)N2CCCCC2)c1
    4%	-1%	-6%	x	-1%	-7%	-0.7%	-3.9%	0.5%	x	-1%
CCNC(=O)N1C(CC(=O)OCC)C(=O)NC2CCCCC21 (configuration not stated)
    6%	1%	-2%	i	0%	4%	-0.2%	2.0%	2.1%	i	0%
COCC(=O)Nc1nc(-c2ccccc2)c(C)s1
    0%	-13%	-7%	i	-9%	u	0.4%	0.6%	-0.7%	i	6%
CN(C(=O)C1CCOC1)c1nnc(-c2ccncc2)s1 (configuration not stated)
    0%	1%	-1%	u	-1%	1%	-3.2%	-0.1%[57.5 µM]	0.4%	i	-3%
CN1CCN(CCCNN)CC1
    0%[9.22 µM]	2%[9.17 µM]	-4%[11 µM]	i	0%[11.4 µM]	9%[7.6 µM]	1.6%[15.4 µM]	0.3%[9.22 µM]	-0.7%[15.4 µM]	i	-6%[11.4 µM]
CN1CCN(c2ccc(NC(=O)COc3ccccc3Cl)cc2)CC1
    0%	10%	-7%	i	-2%	u	0.5%	-2.5%	-0.1%	i	5%
CCCn1c(=O)c(C(=O)Nc2nnc(C)s2)c(O)c2ccccc21
    4%	0%	1%	i	3%	u	-0.8%	x	-3.0%	i	-3%
COc1cc(C2NC(C(=O)O)CS2)ccc1OCc1ccccc1C#N (configuration not stated)
    2%	1%	-7%	i	u	2%	0.5%	-1.1%	-0.1%	i	-3%
COc1ccc(S(=O)(=O)NCCC(=O)NCc2ccccc2)cc1
    4%	3%	2%	i	2%	-3%	0.6%	0.6%[1.84 µM]	-2.0%	i	-2%
Cc1ccccc1Cn1ccc(NC(=O)c2cc3nc(-c4ccco4)cc(C(F)(F)F)n3n2)n1
    -2%	-3%	-2%	1.7e-07M*	-3%	u	-0.4%	-1.4%	0.6%	1.4e-07M*	-2%
CCOCCCNC(=O)c1c(C)[nH]c(C(=O)OCC)c1C
    1%	7%	3%	i	1%	u	1.1%	-4.7%	-2.2%	i	4%

Sorted by value in BRCT inh green (falling): some entries from above.
Compound,GFP derepression,Hsp90 Hop PPI,A350 autofl,ALOX15 inhib,CRE-bla Fsk,BRCT inh red,BRCT inh green,4-MU autofl,DNA Pol III inh
CC(=O)Oc1cccc(N2C(=O)C3C(C2=O)C2C=CC3C23CC3)c1 (configuration not stated),5%,-3%,x,8%,0%,1.4%,2.1%,x,-5%
COc1cc(C2NC(C(=O)O)CS2)ccc1OCc1ccccc1C#N (configuration not stated),2%,-7%,i,u,2%,0.5%,-0.1%,i,-3%
CCOCCCNC(=O)c1c(C)[nH]c(C(=O)OCC)c1C,1%,3%,i,1%,u,1.1%,-2.2%,i,4%

Compound activity as filed in PubChem BioAssay.
